High-throughput results deposited in PubChem by National Center for Advancing Translational Sciences (NCATS).
ASM inhibitor = human S-ASM enzyme inhibition; P17405; placental ASM, HMU-PC fluorogenic substrate, 60 min; Potency, µM (top dose mostly 57.5 µM), inactives show top-dose activity change, negative = inhibition, usual class: inhibitors; 340,000 compounds, 0.006% hits; AID 504937; note: potency is the fitted concentration of half-maximal effect
Target sequence (P17405 47-631 limits assumed): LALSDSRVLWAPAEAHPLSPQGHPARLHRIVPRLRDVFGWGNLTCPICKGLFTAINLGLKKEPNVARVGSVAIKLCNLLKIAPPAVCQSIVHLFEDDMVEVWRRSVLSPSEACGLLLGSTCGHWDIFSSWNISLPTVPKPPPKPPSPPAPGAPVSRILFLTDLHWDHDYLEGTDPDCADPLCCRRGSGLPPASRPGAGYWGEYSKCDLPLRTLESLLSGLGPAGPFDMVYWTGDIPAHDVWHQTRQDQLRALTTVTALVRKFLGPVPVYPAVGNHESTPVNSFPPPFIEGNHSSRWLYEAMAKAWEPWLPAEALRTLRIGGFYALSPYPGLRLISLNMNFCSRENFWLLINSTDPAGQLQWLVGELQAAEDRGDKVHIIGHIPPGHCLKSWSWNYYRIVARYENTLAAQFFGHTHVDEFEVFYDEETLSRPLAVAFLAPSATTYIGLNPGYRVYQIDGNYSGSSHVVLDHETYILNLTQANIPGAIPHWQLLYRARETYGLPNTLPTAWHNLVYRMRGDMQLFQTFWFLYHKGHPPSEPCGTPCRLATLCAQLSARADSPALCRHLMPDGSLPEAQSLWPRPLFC
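qHTS format. ASM enzyme prepared from human placenta hydrolyses the fluorogenic substrate HMU-PC0 (9 uM final) over 60 min at 37 °C after a 10 min compound preincubation.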
Giardia kill = Giardia lamblia killing | Giardia lamblia trophozoite viability | activity change, % at 7.66 µM, hits read low | 340,000 compounds, 0.15% hits | AID 540267; in the data active = activity change below about -80%; inconclusive = between about -30% and that limit;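 note: parasites exposed to compound for two days anaerobically before the ATP read; % is set by controls: 0 for no effect and ±100 for the full control effect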
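Each well holds 100 Giardia trophozoites and compound. After two days (48 hrs) at 37 deg C in anaerobic conditions, ATP is quantified by luminescence.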
Tb PFK block = T. brucei PFK enzyme inhibition | O15648 | T. brucei PFK, ADP-Glo luminescence | Potency, µM (series often up to 57.5 µM), for the others: top-dose activity, negative = inhibition, usual class: inhibitors | 330,000 compounds, 0.17% hits | AID 485367;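 note: potency is the fitted concentration of half-maximal effect; 0% = uninhibited 1x PFK enzyme wells and -100% = no-enzyme wells; nearly all actives have a fitted effect of over 60% in size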
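In TEA buffer at pH 8.0 with 5 mM MgCl2, enzyme (1.25 nM) converted F6P (0.5 mM) and ATP (0.1 mM) for 45 min at room temperature. ADP product was read by luciferase luminescence.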
Chronic BCR inh = blocks chronic active B-cell receptor signaling | ABC-DLBCL IkBa-CBG/CBR reporter, luminescence ratio, 4 h | Potency, µM (series often up to 46.1 µM), for the others: at the highest dose ratio change, negative = lower green/red ratio, hits mostly inhibitors | 340,000 compounds, 0.05% hits | AID 493014; active = well fitted inhibition curve with a large enough effect in the signal ratio, with a control signal flat, not every such curve was filed as active; inconclusive = small, poorly fitted or top-dose-only effect, or effect the other way, or a change in a side signal; the % refers to the signal ratio;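 note: potency is the fitted concentration of half-maximal effect; plate controls were basal doxycycline-induced cells for no effect and cells given 10 µM MG132 for full effect; MG132 reads +100%, hits lower the ratio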
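Compounds up to 46 uM were incubated four hours with TMD8 cells whose green CBG68 luciferase is fused to IkappaBalpha; red CBR luminescence normalised the signal, and concentration-effect curves were fitted to fusion, red and ratio data.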
Menin-MLL TR inh = displaces Texas Red mutant MLL peptide from human menin. O00255. Menin + Texas Red MLL mutant peptide, fluorescence polarization. Potency, µM (series often up to 61.6 µM), for inactives: at the highest dose FP activity change, negative = inhibition, most hits filed as inhibitors. 270,000 compounds, 0.23% hits; active = well fitted inhibition curve with a large enough effect in the polarisation, with a control signal flat, not every such curve was filed as active; inconclusive = small, poorly fitted or top-dose-only effect, or effect the other way, or a change in a side signal; inactive = no such curve, though single readings can be large or run the other way; the % refers to the polarisation; note: potency is the fitted concentration of half-maximal effect; % of control where 0% means no effect; many of its hits are not listed in these tables
B2AR arrestin = recruits beta-arrestin to the human beta2-adrenergic receptor. P07550. beta-arrestin recruitment to beta2AR, cell-based reporter. Potency, µM (highest dose often 46.1 µM), for the others: at the top dose activation, hits mostly activators. 330,000 compounds, 0.02% hits. AID 492947;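 note: potency is the fitted concentration of half-maximal effect; 0% = DMSO controls and full agonism = EC100 isoproterenol or metaproterenol; nearly all actives have a fitted effect of over 65% in size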
TSG101-PTAP inh = blocks PTAP/TSG101 interaction to inhibit HIV-1 budding. Potency, µM (top dose mostly 115 µM), without a hit: at the highest dose activity change, negative = inhibition, actives largely listed as inhibitors. Fluorescence polarization, FITC-PTAP peptide / Tsg101 binding. Q99816. 340,000 tested, under 10 active; active = well fitted inhibition curve with a large enough effect in the main read-out, with a control signal flat, not every such curve was filed as active; inconclusive = small, poorly fitted or top-dose-only effect, or effect the other way, or a change in a side signal; inactive = no such curve, though single readings can be large or run the other way; note: potency is the fitted concentration of half-maximal effect; % of control where 0% means no effect
Target sequence (Q99816 whole entry, looked up): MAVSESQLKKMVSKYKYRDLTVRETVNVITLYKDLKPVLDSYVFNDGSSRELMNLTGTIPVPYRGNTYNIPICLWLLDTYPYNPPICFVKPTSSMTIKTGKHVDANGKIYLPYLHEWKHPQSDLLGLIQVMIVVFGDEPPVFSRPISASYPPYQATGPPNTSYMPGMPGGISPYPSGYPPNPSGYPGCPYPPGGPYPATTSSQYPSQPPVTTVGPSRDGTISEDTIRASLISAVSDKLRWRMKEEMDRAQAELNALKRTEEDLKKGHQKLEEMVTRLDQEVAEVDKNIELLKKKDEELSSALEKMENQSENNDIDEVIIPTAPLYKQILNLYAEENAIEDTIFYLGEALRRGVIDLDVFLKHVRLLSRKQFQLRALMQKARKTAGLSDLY
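Fluorescence anisotropy tracks displacement of a FITC-tagged PTAP peptide (50 nM) from the Tsg101 binding domain (10 uM), following a 20 min room-temperature incubation at pH 7.5.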
GALK inh = inhibitors of human galactokinase. P51570. Purified GALK, Kinase-Glo residual ATP luminescence. Potency, µM (highest dose often 57.5 µM), inactives show at the highest dose activity change, negative = inhibition, hits mostly inhibitors. 270,000 compounds, 0.007% hits; note: potency is the fitted concentration of half-maximal effect; % is set by controls: 0 for no effect and ±100 for the full control effect
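Human GALK (5 nM) with 35 uM ATP and 100 uM galactose in 20 mM HEPES pH 8.0, 5 mM MgCl2, 60 mM NaCl, 1 mM DTT, 0.01% BSA. After 1 h at room temperature, leftover ATP was read by Kinase-Glo Plus luminescence.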
a7 integrin act = activators of alpha7 integrin expression for muscular dystrophy; 350,000 compounds, 0.064% hits; Potency, µM (series often up to 38.3 µM), for inactives: at the highest dose activation, usual class: activators; alpha7betagal myoblasts, beta-gal FDG fluorescence, 48 h;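 note: potency is the fitted concentration of half-maximal effect; 100% = response of the positive control SU9516; nearly all actives have a fitted effect of over 60% in size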
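alpha7betagal+/- myoblasts (passage 13, 250/well) treated 48 h at 37C with compounds at 1:260 dilution of DMSO stock. Lysed, then beta-galactosidase activity read as FDG fluorescence (ex 480/em 540) after 30 min, with pre-read for autofluorescence.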
Starred values were filed as active, the others as inactive; i = inactive; ? = inconclusive; · = not tested or not shown; [ ] = another dose, or the depositor's remark. Unless noted, calls come from the whole dose curve; as a rule, active = well fitted curve in the direction sought with a large enough effect; inconclusive = small, poorly fitted or top-dose-only effect, or another doubt; inactive = no such curve, though single readings can be large; an effect the other way counts as inactive or inconclusive. Not all compounds are listed, so the mix of outcomes need not match the whole.

SMILES | ASM inhibitor | Giardia kill | Tb PFK block | Chronic BCR inh | Menin-MLL TR inh | B2AR arrestin | TSG101-PTAP inh | GALK inh | a7 integrin act
Cc1cccc(N2CCN(C(=O)c3ccc4c(c3)NC(=O)C(CSCc3cccc(F)c3)N4)CC2)c1C (centres undefined) | · | · | 1% | 4% | · | -0.7% | · | 5% | ·
CC1(C)c2[nH]c3ccccc3c2C[C@@H]2C(=O)N(c3cc(F)ccc3F)C(=O)N21 | -2% | -28 | · | · | · | · | -10% | · | ·
CCn1nc(Cc2cccc3ccccc23)c(C#N)c1N | -2% | -17 | · | · | · | · | 1% | · | ·
COc1c(F)cc2[nH]c3c(c2c1F)CCNC3=O | -1% | -22 | · | · | · | · | 1% | · | ·
OCCNc1nc(Nc2ccc(Cl)cc2)nc(N2CCCC2)n1 | -10% | 23 | · | · | · | · | -3% | · | ·
CCOC(=O)[C@H](CCc1ccccc1)N[C@@H](C)C(=O)N1[C@H](C(=O)O)C[C@@H]2CCC[C@@H]21 | 2% | -7 | · | · | · | · | -6% | · | ·
CC1(C)c2[nH]c3ccccc3c2C[C@H]2C(=O)N(Cc3ccc(F)cc3)C(=O)N21 | -24% | -1 | · | · | · | · | -1% | · | ·
OCCNc1nc(Nc2cc(Cl)ccc2OC2CCCC2)nc(N2CCCC2)n1 | -14% | -11 | · | · | · | · | -2% | · | ·
O=C(O)C(S)C(S)C(=O)O (centres undefined) | -13% | -11 | · | · | · | · | 1% | · | ·
OCC1OC(n2cnc3c(NCCc4ccccc4)ncnc32)C(O)C1O (centres undefined) | -1% | 2 | · | · | · | · | -1% | · | ·
C=C1C(=O)O[C@@H]2[C@H]3O[C@]3(C)CC/C=C(\C)CC[C@@H]12 | 2% | 9 | · | · | · | · | -3% | · | ·
CC(=O)N[C@H](Cc1c[nH]c2ccccc12)C(=O)O | 1% | 13 | · | · | · | · | -7% | · | ·
Cc1ccccc1C(N)=O | -3% | 4 | · | · | · | · | 1% | · | ·
CCC(C)C(N)C1=NC(C(=O)N[C@@H](CC(C)C)C(=O)N[C@H](CCC(=O)[O-])C(=O)N[C@H](C(=O)N[C@H]2CCCCNC(=O)[C@H](CC(N)=O)NC(=O)[C@@H](CC(=O)[O-])NC(=O)[C@H](Cc3cnc[nH]3)NC(=O)[C@@H](Cc3ccccc3)NC(=O)[C@H]([C@@H](C)CC)NC(=O)[C@@H](CCCN)NC2=O)[C@@H](C)CC)CS1.[Zn+2] (some centres undefined) | -17% | 2 | · | · | · | · | 2% | · | ·
Nc1ccc2cc3ccccc3cc2c1 | 160%[activator] | -6 | · | · | · | · | -1% | · | ·
CC(=O)OCC(=O)C1(O)CCC2C3CCC4=CC(=O)CCC4(C)C3C(O)CC21C (centres undefined) | 0% | 18 | · | · | · | · | -6% | · | ·
CC1(C)c2[nH]c3ccccc3c2C[C@H]2C(=O)N(Cc3ccccc3)C(=O)N21 | 0% | -15 | · | · | · | · | 0% | · | ·
COc1c(O)cccc1[C@H](O)C1CCN(CCc2ccc(F)cc2)CC1 | 2% | 3 | · | · | · | · | -22% | · | ·
C/C(=C\C(=O)OCCCCCCCCC(=O)O)C[C@@H]1OC[C@H](C[C@@H]2O[C@H]2[C@@H](C)[C@H](C)O)[C@@H](O)[C@H]1O | 0% | 4 | · | · | 1% | · | 0% | · | ·
O[C@@H]([C@H](O)[C@H](O)CBr)[C@H](O)CBr | 4% | -1 | · | · | -3% | · | -7% | · | ·
Cn1c(=O)c2c(nc(/C=C/c3cccc(Cl)c3)n2C)n(C)c1=O | i | 0 | · | · | 8% | · | 3% | · | ·
N=C(N)SCCc1cccc(CCSC(=N)N)c1 | -3% | -10 | · | · | 0% | · | -6% | · | ·
C#C[C@]1(O)CC[C@H]2[C@@H]3CCC4=Cc5oncc5C[C@]4(C)[C@H]3CC[C@@]21C | 2% | -9 | · | · | 3% | · | 1% | · | ·
CO[C@H]1/C=C/O[C@@]2(C)Oc3c(C)c(O)c4c(O)c(c5c(c4c3C2=O)NC2(CCN(CC(C)C)CC2)N=5)=NC(=O)/C(C)=C\C=C\[C@H](C)[C@H](O)[C@@H](C)[C@@H](O)[C@@H](C)[C@H](OC(C)=O)[C@@H]1C | -2% | -24 | · | · | -6% | · | 2% | · | ·
CC(C)(C)NCC(O)COc1cccc2[nH]c(=O)[nH]c12 (centres undefined) | 0% | 10 | · | · | -2% | · | -4% | · | ·
(next part)
SMILES | ASM inhibitor | Giardia kill | Tb PFK block | Chronic BCR inh | Menin-MLL TR inh | B2AR arrestin | TSG101-PTAP inh | GALK inh | a7 integrin act
CC(=O)OCC(=O)NCCCOc1cccc(CN2CCCCC2)c1 | 0% | 9 | · | · | 4% | · | 0% | · | ·
O=c1[nH]ccc2c(O)cccc12 | 61%[activator] | -15 | · | · | -3% | · | -2% | · | ·
CC1CCN=C(N)S1 (centres undefined) | 5% | -8 | · | · | -6% | · | -1% | · | ·
O=C(NCCc1nnc2ccc(N3CCCCCC3)nn12)c1ccccc1F | · | 3 | · | · | · | · | -4% | · | 15%
CSCCC(NC(=O)c1ccccc1Cl)C(=O)N1CCN(c2ccccn2)CC1 (centres undefined) | · | 3 | · | · | · | · | -3% | · | -12%
O=C(NCc1ccc2c(c1)OCO2)C(=O)NCC1OCCN1S(=O)(=O)c1ccccc1 (centres undefined) | · | 10 | · | · | · | · | -3% | · | 4%
CCOc1ccc(NC(=O)CN(C)C(=O)C(C)Oc2ccc(Cl)cc2)cc1OCC (centres undefined) | · | 0 | · | · | · | · | -1% | · | 13%
CCN(CC)C(=O)Cn1cc(S(=O)(=O)CC(=O)Nc2ccccc2C)c2ccccc21 | · | -16 | · | · | · | · | -1% | · | -11%
COc1cccc(CN(C)C(=O)COc2cccc3c2OC(C)(C)C3)c1OC | · | 1 | · | · | · | · | -5% | · | 8%
COC(CNC(=O)C(=O)NCC1OCCN1S(=O)(=O)c1ccccc1)OC (centres undefined) | · | 7 | · | · | · | · | 1% | · | 27%
Cc1ccc(CNC(=O)C(=O)NCC2OCCN2S(=O)(=O)c2ccc(Cl)cc2)cc1 (centres undefined) | · | -16 | · | · | · | · | -1% | · | 9%
CCN(CC(=O)Nc1ccccc1OC)C(=O)COc1ccc(C#N)cc1 | · | 12 | · | · | · | · | -7% | · | 31%
Cc1ccc(CN2CC(C(=O)NCCCn3nc(C)cc3C)CC2=O)cc1 (centres undefined) | · | -10 | · | · | · | · | 0% | · | 11%
COc1ccc(C(CNC(=O)c2cc(S(=O)(=O)Nc3cccc(C)c3)ccc2C)N2CCCC2)cc1 (centres undefined) | · | 6 | · | · | · | · | -1% | · | -19%
CC(=O)N1CCN(C(=O)c2ccc(NS(=O)(=O)c3ccc(Cl)c(Cl)c3)cc2)CC1 | · | -11 | · | · | · | · | -1% | · | 13%
COc1ccc(C(=O)CN2C(=O)NC3(CCCCCC3)C2=O)cc1 | · | -19 | · | · | · | · | -5% | · | -12%
O=C(COc1ccccc1)NCC(=O)N1CCCC(C(F)(F)F)C1 (centres undefined) | · | -7 | · | · | · | · | 1% | · | -1%
COc1ccc(CCN(C)C(=O)CSc2nc3ccccc3c(=O)n2CC2CCCO2)cc1OC (centres undefined) | · | -9 | · | · | · | · | -1% | · | -16%
COc1ccc(C(=O)C2CCCN(C(=O)c3ccc(OC)o3)C2)c(C)c1 (centres undefined) | · | 5 | · | · | · | · | -1% | · | -4%
Cc1cccc(NC(=O)c2ccc(C)c(S(=O)(=O)N3CCOCC3)c2)n1 | · | -13 | · | · | · | · | -2% | · | -5%
CN(C)C(CNC(=O)c1cccc(S(=O)(=O)Nc2ccccc2Cl)c1)c1ccccc1 (centres undefined) | · | 0 | · | · | · | · | -1% | · | 26%
COc1cccc(CN(C)C(=O)c2cccc(S(=O)(=O)Nc3cccc(C)c3)c2)c1OC | · | -17 | · | · | · | · | -4% | · | 6%
CCN(c1ccccc1)S(=O)(=O)c1ccc(Cl)c(C(=O)NC2CCN(Cc3ccccc3)CC2)c1 | · | 20 | · | · | · | · | -4% | · | -23%
O=C1[C@H](Cc2ccccc2)NCCCC[C@@H](c2ccc(Cl)cc2)N1Cc1ccccc1 | -18% | 5 | · | · | · | · | · | · | -31%
COc1ncccc1-c1nnn(-c2ccccc2Br)n1 | 4% | 15 | · | · | · | · | · | · | -14%
(cont.)
SMILES | ASM inhibitor | Giardia kill | Tb PFK block | Chronic BCR inh | Menin-MLL TR inh | B2AR arrestin | TSG101-PTAP inh | GALK inh | a7 integrin act
CC1(c2nnc(Cc3ccccc3)o2)CC(c2ccc(F)cc2)=NO1 (centres undefined) | 5% | -13 | · | · | · | · | · | · | -1%
COC(=O)C[C@H]1c2ccccc2S(=O)(=O)N1c1cccc(OC)c1 | 11% | -21 | · | · | · | · | · | · | -9%
O=C(NCc1cccnc1)[C@@H]1CC=C[C@@H]2CCN(Cc3ccccc3)C(=O)[C@@H]21 | 2% | -5 | · | · | · | · | · | · | -14%
COc1cc2[nH]cc(C(=O)NCc3cccs3)c(=O)c2cc1OC | -1% | 20 | · | · | · | · | · | · | -34%
O=C(NCc1ccccc1)C1=C[C@@H](c2ccc3c(c2)OCO3)C[C@@H](OCCCCO)O1 | -6% | ? | · | · | · | · | · | · | 23%
COc1cccc(C2=CC(=O)CC(C)(C)C2)n1 | 0% | -9 | · | · | · | · | · | · | -35%
O=C(O)c1cn(-c2ccccc2)nc1-c1ccc(Cl)cc1 | 1% | -19 | · | · | · | · | · | · | 12%
CCOc1ccc(-c2csc(C3COc4ccccc4O3)n2)cc1 (centres undefined) | -2% | -1 | · | · | · | · | · | · | 16%
O=C1CC2(CCCCCC2)Oc2ccccc21 | 0% | -7 | · | · | · | · | · | · | -2%
CC(C)(C)N1[C@@H](CC(=O)O)c2cc(C(F)(F)F)ccc2S1(=O)=O | 6% | ? | · | · | · | · | · | · | 7%
